# Screens (PubChem)
# DT40 TDP1 CPT: growth inhibition of DT40 Tdp1-/-;hTDP1 cells with camptothecin (screen for TDP1 inhibitors) | Potency, µM (titrated, usually from 46.2 µM), without a hit: at the top dose activity change, negative = growth inhibition, actives largely listed as inhibitors | hit rate 12% among 420,000 | chicken DT40 Tdp1-/-;hTDP1 cells + 20 nM CPT, ATP luminescence, 48 h; also: nearly all actives have a fitted effect of over 55% in size
#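 Chicken DT40 Tdp1-/- cells stably complemented with human TDP1 were seeded at 400 cells/well in medium containing 20 nM camptothecin, exposed to pin-transferred compounds, and grown at 37 °C for at least 48 hr. Viability was read as ATP luminescence.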
# N370S GC mod: N370S glucocerebrosidase modulation, Gaucher chaperone candidate; N370S GC spleen homogenate, 4MU-glucoside fluorescence; Potency, µM (doses to about 59.4 µM), for inactives: at the top dose activity change, negative = inhibition, usual class: inhibitors; hit rate 0.092% among 330,000;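 also: 0% = full enzyme activity and -100% = no enzyme basal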
# FEN1 inh: blocks human flap endonuclease 1; P39748; Recombinant FEN1 flap cleavage, fluorescence, 15 min; Potency, µM (doses to about 114 µM), for the others: at the highest dose activity change, negative = inhibition, usual class: inhibitors; hit rate 0.35% among 390,000; AID 588795; also: nearly all actives have a fitted effect of over 65% in size
# Target sequence (P39748 whole entry, looked up): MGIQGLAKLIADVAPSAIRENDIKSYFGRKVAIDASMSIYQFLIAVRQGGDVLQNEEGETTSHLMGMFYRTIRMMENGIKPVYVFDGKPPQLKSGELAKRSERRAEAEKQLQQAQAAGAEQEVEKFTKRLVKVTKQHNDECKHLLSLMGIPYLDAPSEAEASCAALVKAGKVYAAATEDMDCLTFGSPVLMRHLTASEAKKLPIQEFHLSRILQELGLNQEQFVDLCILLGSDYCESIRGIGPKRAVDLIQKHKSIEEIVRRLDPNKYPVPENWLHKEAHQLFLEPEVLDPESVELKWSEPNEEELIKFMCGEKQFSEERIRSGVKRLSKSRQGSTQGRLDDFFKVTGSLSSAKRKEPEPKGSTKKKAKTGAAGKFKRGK
#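 FEN1 at 10 nM, compound pretreatment for 15 min (room temperature), 50 nM final substrate to initiate; endpoint reads at 0 and 15 min; DMSO-only plates used as vehicle background.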
# The depositor's hits bear a star; ? = inconclusive; . = not tested or not shown. Calls follow the shape of the dose curve; as a rule, active = well fitted curve in the direction sought with a large enough effect; inconclusive = small, poorly fitted or top-dose-only effect, or another doubt; inactive = no such curve, though single readings can be large; an effect the other way counts as inactive or inconclusive. Unless noted, % is scaled to controls: 0 for no effect and ±100 for the full control effect; potency is read from the fitted curve at half-maximal effect.
SMILES,DT40 TDP1 CPT,N370S GC mod,FEN1 inh
C=CCOC(=O)c1[nH]c2c(c1C)C(=O)CC(c1cc(OC)c(OC)c(OC)c1)C2 (stereo unspecified),21µM*,21%,-5%
COc1cc2c(NC3CCN(C)CC3)nc(N3CCCN(C)CC3)nc2cc1OCC1CCCCN1 (stereo unspecified),11µM*,.,20µM*
CCOc1ccc(-n2c(SCC(=O)NCC3CCCO3)nc3c([nH]c4ccccc43)c2=O)cc1 (stereo unspecified),-17%,.,4%
O=C(NCCc1ccccc1)c1ccc2c(c1)CCN2S(=O)(=O)c1ccc(Cl)cc1,?,.,2%
COc1ccc(C(=O)N/N=C(\C)Cn2nc([N+](=O)[O-])cc2C)cc1,2%,7%,4%
O=C(COC(=O)c1ccccc1Br)NCC1CCCCC1,-17%,.,-4%
COc1ccc(N(CC(=O)NCCSC2CCCCC2)S(=O)(=O)c2ccc(C)cc2)cc1,-88%,-7%,1%
Cn1c(=O)c2c(ncn2CC(=O)N2CCN(S(=O)(=O)c3ccc(Cl)cc3)CC2)n(C)c1=O,-2%,-14%,-9%
Cc1ccc(NC(=O)CN2C(=O)C3CCCCN3C(=O)c3ccccc32)cc1 (stereo unspecified),-13%,6%,1%
Cc1cc(NC(=O)c2cccnc2Cl)ccc1NC(=O)c1cc2ccccc2o1,9.2µM*,?,-1%
CC1CCc2c(cc(-c3ccccc3)n2-c2ccc(C(=O)NC(C)C)cc2)C1 (stereo unspecified),?,.,-1%
C=CCOc1ccc(CN(C)CC(O)COc2cccc3ccccc23)cc1 (stereo unspecified),?,-29%,-14%
CCc1cccc2c(N=O)c(O)[nH]c12,-2%,3%,-2%
COc1cc(O)c(C(C)=O)c2c1C=CC(C)(C)O2,-11%,.,-10%
CCCc1cnc(N2CCN(C(=O)c3ccc(F)cc3)CC2)nc1,?,-11%,-11%
Cc1ccccc1CNC(=O)Cn1cc2c(n1)-c1c(oc(C(=O)N3CCCC3)c1C)CC2,?,.,1%
Cc1c(NC(=O)CN2C(=O)NC3(CCCCC3C)C2=O)cccc1[N+](=O)[O-] (stereo unspecified),-13%,.,-6%
COC(=O)c1cccc(COC(=O)c2ccc(N(C)C)cc2)c1,-25%,?,-21%
CC(=O)N1c2ccc(S(=O)(=O)N3CCC(C(=O)Nc4cccc(C)c4)CC3)cc2CC1C (stereo unspecified),16µM*,-3%,-18%
Cc1ccc(C(=O)Oc2ccc(-c3nnco3)cc2)o1,-1%,-5%,-8%

# Laid out differently: entries from further up
# Values run as follows: DT40 TDP1 CPT | N370S GC mod | FEN1 inh
- COc1ccc(C(=O)N/N=C(\C)Cn2nc([N+](=O)[O-])cc2C)cc1
  2% | 7% | 4%
- C=CCOc1ccc(CN(C)CC(O)COc2cccc3ccccc23)cc1 (stereo unspecified)
  ? | -29% | -14%

# The list goes on:
SMILES,DT40 TDP1 CPT,N370S GC mod,FEN1 inh
CN(c1ccc(C(=O)Nc2ccc(F)cc2F)cc1)S(=O)(=O)c1ccccc1,-28%,-12%,-6%
NC1=NC(=O)/C(=C\c2cc([N+](=O)[O-])ccc2Cl)S1,-26%,3%,11%
CCc1nnc(NS(=O)(=O)c2ccc(NC(=S)NC(=O)c3ccncc3)cc2)s1,-3%,-2%,18%
COc1cc2cnc(-c3cccnc3)cc2cc1OC,-28%,.,5%
COc1ccccc1-c1nnc2n1N=C(c1ccc(O)c(O)c1)CS2,6.5µM*,-6%,-6%
C=CCONC(=O)c1cc(OCC(F)(F)F)ccc1OCC(F)(F)F,6%,2%,-2%
O=C(C[n+]1ccccc1)N/N=C/c1ccc(F)cc1,-1%,16%,-3%
Cc1ccn2cc(C(=O)Nc3nnc(C)s3)nc2c1,-17%,-4%,13%
c1csc(CCCN2CCCCC2)c1,-2%,.,0%
Cc1cc2ccccn2c1C(=O)c1ccc(C#N)cc1,?,-8%,12%
Cc1ccc(C2CC(C(F)(F)F)n3ncc(C(N)=O)c3N2)cc1 (stereo unspecified),-4%,10%,-8%
COc1ccc(COC(=O)C2=C(C)NC(=O)NC2c2cc(OC)ccc2OC)cc1 (stereo unspecified),-18%,-11%,-10%
Cc1nnc(SCc2nc3scc(-c4ccccc4)c3c(=O)[nH]2)s1,-16%,4%,19%
O=C(COc1ccccc1)Nc1ccc2[nH]c(=O)[nH]c2c1,0%,0%,-22%
Cc1ccccc1-n1nc(C)c2c1N=C1C(Cl)=CC(Cl)=CN1C2c1ccc(C(=O)O)cc1 (stereo unspecified),16%,0%,-1%
COc1ccc(/C=N/n2cnc3c([nH]c4ccc(F)cc43)c2=O)cc1CSc1ccccn1,1.2µM*,4%,-1%
Cc1cccc(C)c1-n1c(C)cc(/C=N/NC(N)=S)c1C,7.3µM*,-10%,-17%
CCCNC(=O)c1cnn(-c2ccc(C)c(C)c2)c1C1CCN(C(=O)OC(C)(C)C)CC1,?,.,2%
Cn1cc(C(=O)N2CCCC(Nc3ccc(F)cc3)C2)c2ccccc21 (stereo unspecified),?,-7%,-17%
Clc1ccccc1-c1ccc2ncnc(NCc3ccc4c(c3)OCO4)c2c1,.,-8%,-12%

# Reprinted from the part before: two compounds, followed by the next part.
SMILES,DT40 TDP1 CPT,N370S GC mod,FEN1 inh
Cn1cc(C(=O)N2CCCC(Nc3ccc(F)cc3)C2)c2ccccc21 (stereo unspecified),?,-7%,-17%
Clc1ccccc1-c1ccc2ncnc(NCc3ccc4c(c3)OCO4)c2c1,.,-8%,-12%
O=C(CN1C(=O)COc2ccc(Cl)cc21)N1CCc2ccccc21,-22%,0%,-11%
O=C(Nc1ccccc1Cl)c1ccc(S(=O)(=O)NCC2CCCO2)cc1 (stereo unspecified),-11%,-1%,-1%
Cc1ccc(-n2cc(C(=O)OCc3ccc(F)c(F)c3)c3ccccc3c2=O)cc1,-20%,.,-10%
CN(C)c1cccc(C(=O)OCc2cc(=O)oc3cc(O)ccc23)c1,?,?,?
CCN(C(=O)C1CCN(S(=O)(=O)c2ccc3c(c2)oc(=O)n3C)CC1)c1cccc(C)c1,?,-6%,1%
Cc1ccc(S(=O)(=O)n2nc(C)c(S(=O)(=O)N3CCCCCC3)c2C)cc1,-22%,.,17%
CC(C)N1C/C(=C/c2ccsc2)C(=O)/C(=C/c2ccsc2)C1,2.9µM*,-11%,-7%
Cn1c(N/N=C/c2cccs2)nc2c1c(=O)n(Cc1ccccc1)c(=O)n2C,-16%,0%,-2%
CCOC(=O)[C@@H]1C(c2c(OC)cc(OC)cc2OC)=NO[C@@H]1C(=O)OCC,9%,1%,-7%
COC(=O)COc1ccc(S(=O)(=O)Nc2cc([N+](=O)[O-])ccc2C)cc1,1%,-1%,-6%
COc1cc(NC(=S)NNC(=O)C(C)(C)O)cc(OC)c1,-7%,-5%,-1%
Cc1ccc(NC(=O)CNC(=O)N2CC(=O)Nc3ccccc32)cc1F,?,0%,4%
Cc1cc(C)c(C#N)c(SCc2ccccc2C(=O)O)n1,-12%,11%,-2%
Cc1ccc(C(=O)OCCN2CCN(c3ncc(C(F)(F)F)cc3Cl)CC2)cc1,-27%,-4%,-14%
CCOC(=O)c1[nH]c(C)c(C(=O)N2CCN(c3ccccc3)CC2)c1C,-19%,-2%,-9%
CN(C)CCn1c2c(c(SCC(=O)Nc3ccccc3C(F)(F)F)nc1=O)CCCC2,-3%,-8%,4%
CN1CC[C@@H]2C(=O)N3CCc4ccc(-c5ccc6c(c5)OCO6)cc4[C@@H]3C[C@@H]21,18µM*,.,-6%
CN(C)c1ccc(-c2nccc(NCCN3CCOCC3)n2)cc1,?,-1%,.
CCCCC(C(=O)OCC)C(N)Cc1ccc(F)cc1 (stereo unspecified),?,-21%,-21%
CCN=C1S/C(=C\c2ccc(OCC)c(OC)c2)C(=O)N1CC,?,-8%,0%

# Some of the entries so far, with bars between the fields.
mol | DT40 TDP1 CPT | N370S GC mod | FEN1 inh
COc1cc(NC(=S)NNC(=O)C(C)(C)O)cc(OC)c1 | -7% | -5% | -1%
Cc1nnc(SCc2nc3scc(-c4ccccc4)c3c(=O)[nH]2)s1 | -16% | 4% | 19%
CCCNC(=O)c1cnn(-c2ccc(C)c(C)c2)c1C1CCN(C(=O)OC(C)(C)C)CC1 | ? | . | 2%

# Next section:
SMILES,DT40 TDP1 CPT,N370S GC mod,FEN1 inh
O=S(=O)(Nc1ccc(Cl)nn1)c1ccccc1,6%,4%,2%
COC(=O)c1ccc(C(C(=O)NC2CCCCC2)N(Cc2ccccc2)C(=O)Cc2cccs2)cc1 (stereo unspecified),3.3µM*,5%,-3%
O=C(COC(=O)CCSc1ccccc1)Nc1ccccc1,5%,.,-3%
Cn1c(N)c(C(=O)COC(=O)CCCc2nc3ccccc3s2)c(=O)n(C)c1=O,-3%,-3%,2%
CSc1ccc(CCNC(=O)c2ccc(-c3nc(COc4ccccc4)c(C)o3)cc2)cc1,-10%,.,1%
O=C(O)COc1ccccc1C=NNc1ccc([N+](=O)[O-])cc1S(=O)(=O)Nc1ccc(Cl)cc1,8%,.,-15%
Cc1c(-c2ccccc2)nc2ccccc2c1C(=O)O,3%,4%,-11%
CCn1c(=O)c2ccccc2n2c(SCC(=O)N3CCCc4ccccc43)nnc12,-5%,-10%,-17%
CC(C)N(Cc1ccccc1)C(=O)c1ccc2c(c1)OCO2,-5%,-4%,1%
Cc1cc(S(=O)(=O)NCCc2ccccc2)c(C)s1,-7%,5%,-16%
Cc1cc(=O)oc2c(CN(CC(C)C)CC(C)C)c(O)ccc12,-20%,?,0%
CCCC(=O)NC(c1ccccc1OC)c1ccc2cccnc2c1O (stereo unspecified),4.1µM*,-27%,-9%
O=C(NCc1cccs1)C1CCN(C(=O)N2CCOc3ccc(Cl)cc32)CC1,?,.,3%
NC(=O)COC(=O)C(Cc1ccccc1)NS(=O)(=O)c1ccccc1F (stereo unspecified),-6%,-4%,6%
Cc1cc(C)c2nc(N(Cc3cccnc3)C(=O)CCOc3ccccc3)sc2c1,-18%,.,17%
Cc1ccccc1N(CC(=O)N1CCOCC1)S(C)(=O)=O,17%,5%,16%
Cc1c(C(=O)Nc2ccc(Cl)cc2)c2ccccn2c1C(=O)c1ccccc1,-1%,10%,-16%
O=C(c1cccc(C(F)(F)F)c1)C1CCCN(C(=O)CCc2cnccn2)C1 (stereo unspecified),3%,24%,2%
O=C1Nc2ccccc2CCc2ccccc21,2%,.,2%
CC1(C)CC(=O)C2=C(C1)OC1=C(C2)C(=O)CC(C)(C)C1,-3%,1%,0%

# Record cards (already shown). Values in the order: DT40 TDP1 CPT, N370S GC mod, FEN1 inh
# O=C1Nc2ccccc2CCc2ccccc21 is listed as 2%, ., 2%
# Cn1c(N)c(C(=O)COC(=O)CCCc2nc3ccccc3s2)c(=O)n(C)c1=O is listed as -3%, -3%, 2%
# O=C(c1cccc(C(F)(F)F)c1)C1CCCN(C(=O)CCc2cnccn2)C1 (stereo unspecified) is listed as 3%, 24%, 2%
# CC(C)N(Cc1ccccc1)C(=O)c1ccc2c(c1)OCO2 is listed as -5%, -4%, 1%
# CSc1ccc(CCNC(=O)c2ccc(-c3nc(COc4ccccc4)c(C)o3)cc2)cc1 is listed as -10%, ., 1%

# An excerpt; rates above refer to the full screens.
